# Screening data from PubChem BioAssay.
# FECH block = blocks human mitochondrial ferrochelatase activity; P22830; purified FECH, Ni-mesoporphyrin absorbance 550 nm; calls only at 10 µM (by protocol); 20,000 tested, 3.3% active; AID 1671448;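 active means enzyme reaction rate more than 3 SD below the solvent-only control wells on the same plate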;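 further: lower slope than DMSO wells means FECH inhibition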
# Target sequence (P22830 whole entry, looked up): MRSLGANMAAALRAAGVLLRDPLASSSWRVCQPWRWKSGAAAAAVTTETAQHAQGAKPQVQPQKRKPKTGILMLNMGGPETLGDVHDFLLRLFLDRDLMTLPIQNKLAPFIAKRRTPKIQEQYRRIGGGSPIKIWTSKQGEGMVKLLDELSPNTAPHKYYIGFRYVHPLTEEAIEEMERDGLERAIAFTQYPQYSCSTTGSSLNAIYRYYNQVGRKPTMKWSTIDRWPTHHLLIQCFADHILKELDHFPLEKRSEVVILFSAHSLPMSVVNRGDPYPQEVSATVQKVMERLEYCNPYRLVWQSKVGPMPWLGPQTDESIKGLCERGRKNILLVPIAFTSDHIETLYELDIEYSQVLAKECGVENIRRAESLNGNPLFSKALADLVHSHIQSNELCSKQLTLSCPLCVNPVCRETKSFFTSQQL
# Calls only; i = inactive; + = active, no number.
# Preview, four compounds:
SMILES: O=S1(=O)N(Cc2ccccc2)CCCN1Cc1ccccc1Cl
  FECH block: i

SMILES: CC(Cc1cccs1)NCCC(=O)N1CCCc2ccccc21 (configuration not stated)
  FECH block: i

SMILES: Cc1ccnc(CC(C)N(C)Cc2cccc(Oc3ncccn3)c2)c1 (configuration not stated)
  FECH block: i

SMILES: Cc1ccccc1CN1CCCN(Cc2ccc(Cl)cc2)S1(=O)=O
  FECH block: i

# Results, from the start:
SMILES: O=S1(=O)N(Cc2ccccc2)CCCN1Cc1ccccc1Cl
  FECH block: i

SMILES: CC(Cc1cccs1)NCCC(=O)N1CCCc2ccccc21 (configuration not stated)
  FECH block: i

SMILES: Cc1ccnc(CC(C)N(C)Cc2cccc(Oc3ncccn3)c2)c1 (configuration not stated)
  FECH block: i

SMILES: Cc1ccccc1CN1CCCN(Cc2ccc(Cl)cc2)S1(=O)=O
  FECH block: i

SMILES: CN1CCC(C(=O)N2CCN3C(=O)CNC(=O)C3C2)(c2ccccc2)CC1 (configuration not stated)
  FECH block: i

SMILES: OCC(CO)N1CCC2(CCNCC2)CC1
  FECH block: i

SMILES: Cc1ccc(-n2cc(C3=CCN(CCNC(N)=O)CC3)cn2)c(C)c1
  FECH block: i

SMILES: O=C(COc1cccnc1)N1CCN(C2Cc3ccccc3C2)CC1
  FECH block: i

SMILES: Cc1cc(CC(=O)N2CCCN(C)C3(CCN(C)CC3)C2)on1
  FECH block: i

SMILES: O=C1NCCN2CCN(C(=O)Cc3[nH]nc4ccccc34)CC12 (configuration not stated)
  FECH block: i

SMILES: O=C(Nc1nc2ccccc2s1)c1cccn(Cc2ccc(Br)cc2)c1=O
  FECH block: i

SMILES: Cc1[nH]c(=O)[nH]c(=O)c1CC(=O)N1CCN(C)C2(CCN(C)CC2)C1
  FECH block: i

SMILES: CSCc1noc(CNC(C)Cc2ccccc2F)n1 (configuration not stated)
  FECH block: i

SMILES: CSc1ccc(C(=O)C2CCCN(CCN3CCCC3=O)C2)cc1 (configuration not stated)
  FECH block: i

SMILES: c1cnc2c(C3NCCc4[nH]cnc43)cnn2c1 (configuration not stated)
  FECH block: i

SMILES: Cc1cc(NC(=O)c2cccn(Cc3cccc(Cl)c3)c2=O)no1
  FECH block: i

SMILES: Cc1ccc(CN2CCCN(Cc3ccccc3C)S2(=O)=O)cc1
  FECH block: i

SMILES: O=C(Nc1ccon1)c1cccn(Cc2cccc(Cl)c2)c1=O
  FECH block: +

SMILES: Cc1ccccc1-n1cc(C2=CCN(CCn3cc[nH]c3=O)CC2)cn1
  FECH block: i

SMILES: CCCc1nnc(NC(=O)CN2C[C@@H]3C[C@H](C2)c2cccc(=O)n2C3)s1
  FECH block: i

SMILES: O=C(c1ccc2c(c1)CCNC2)N1CCCC(O)(CO)C1 (configuration not stated)
  FECH block: i

SMILES: CN1CCN2C[C@@H](NC(=O)c3onc4ccccc34)C[C@H]2C1
  FECH block: i

SMILES: CC(Cn1ccnc1)NCc1csc2c1CCCC2 (configuration not stated)
  FECH block: i

SMILES: CCOC(=O)Cc1csc(NC(=O)c2cccn(Cc3ccccc3F)c2=O)n1
  FECH block: i

SMILES: Cc1cccc2cc(CN3CCCN4CCC[C@H]4C3)c(=O)[nH]c12
  FECH block: i

SMILES: O=C(O)CCN1C[C@H](c2ccccc2)[C@@H]2[C@H]1C1CCN2CC1
  FECH block: i

SMILES: c1cc2c(cc1-c1ccc3c(c1)OCCO3)CNCC2
  FECH block: i

SMILES: COCc1ncc(CN2CCN(C)C3(CCN(C)CC3)C2)cn1
  FECH block: i

SMILES: CC(C)c1nccc(CN2CCC3(CC2)C(=O)NCCN3C)n1
  FECH block: i

SMILES: CC(Cc1ccccc1F)NCCCC(=O)N(C)C (configuration not stated)
  FECH block: i

SMILES: CCn1cc(CNC(C)Cc2ccc(C)cc2)cn1 (configuration not stated)
  FECH block: i

SMILES: O=C(c1cnccn1)N1C[C@@H](c2cc(F)cc(F)c2)[C@@H]2[C@H]1C1CCN2CC1
  FECH block: i

SMILES: Cc1ccnc(CC(C)N(C)Cc2ccccc2Cn2cccn2)c1 (configuration not stated)
  FECH block: i

SMILES: O=C(Nc1ccon1)c1cccn(Cc2cccc(C(F)(F)F)c2)c1=O
  FECH block: i

SMILES: COc1ccccc1C(=O)C1CCCN(CCC(=O)O)C1 (configuration not stated)
  FECH block: i

SMILES: CC(=O)NCCN1CC=C(c2cnn(Cc3ccc(F)cc3)c2)CC1
  FECH block: i

SMILES: COCC1(NC(=O)C(C)N2CCCC2=O)CCCC1 (configuration not stated)
  FECH block: i

SMILES: CCn1nc(C)c(NC(=O)CNC(C)Cc2cnccn2)c1C (configuration not stated)
  FECH block: i

SMILES: Cc1ncc(CO)c(CN2CCC3(CCN(C)CC3)C2)c1O
  FECH block: i

SMILES: CN1CCNC(=O)C12CCN(C(=O)COc1cccnc1)CC2
  FECH block: i

SMILES: O=C(c1ccnc(-n2cnnc2)c1)N1CCCC2(CCNC2)C1 (configuration not stated)
  FECH block: i

SMILES: Cc1cc(C)c(CNc2cc(C(C)C)nc(C)n2)cn1
  FECH block: i

SMILES: CC(Cc1cccc(F)c1)NCc1n[nH]c2c1CCC2 (configuration not stated)
  FECH block: i

SMILES: CN1C(=O)C2(CCN(Cc3cc(-c4ccccn4)no3)CC2)c2ccccc21
  FECH block: i

SMILES: CCN(CC)S(=O)(=O)N1CCC2(CCN(C)CC2)C1
  FECH block: i

# A draw from above in order of heavy-atom count, rising.
SMILES: OCC(CO)N1CCC2(CCNCC2)CC1
  FECH block: i

SMILES: O=C(O)CCN1C[C@H](c2ccccc2)[C@@H]2[C@H]1C1CCN2CC1
  FECH block: i

SMILES: O=C(c1ccnc(-n2cnnc2)c1)N1CCCC2(CCNC2)C1 (configuration not stated)
  FECH block: i

SMILES: CSc1ccc(C(=O)C2CCCN(CCN3CCCC3=O)C2)cc1 (configuration not stated)
  FECH block: i

SMILES: Cc1[nH]c(=O)[nH]c(=O)c1CC(=O)N1CCN(C)C2(CCN(C)CC2)C1
  FECH block: i

SMILES: CN1CCC(C(=O)N2CCN3C(=O)CNC(=O)C3C2)(c2ccccc2)CC1 (configuration not stated)
  FECH block: i

# (next part)
SMILES: Cc1ccc(CN2CCCN(CC(=O)NC(C)C)S2(=O)=O)cc1
  FECH block: i

SMILES: CC1(C)Cc2cc(CNC(=O)c3cn(CC4CCCNC4)nn3)ccc2O1 (configuration not stated)
  FECH block: i

SMILES: COc1ccc2cc(C(=O)C3CCCN(CCC(N)=O)C3)ccc2c1 (configuration not stated)
  FECH block: i

SMILES: CCC(O)Cn1cc(C2=CCN(CC3CC3)CC2)cn1 (configuration not stated)
  FECH block: i

SMILES: NC(=O)CN1CCCC(C(=O)c2cccc3ccccc23)C1 (configuration not stated)
  FECH block: i

# Retrieved by compound from the list above:
SMILES: Cc1ccc(CN2CCCN(CC(=O)NC(C)C)S2(=O)=O)cc1
  FECH block: i

SMILES: CCC(O)Cn1cc(C2=CCN(CC3CC3)CC2)cn1 (configuration not stated)
  FECH block: i

SMILES: CC1(C)Cc2cc(CNC(=O)c3cn(CC4CCCNC4)nn3)ccc2O1 (configuration not stated)
  FECH block: i

# An excerpt (hit frequency here may not be typical).
